Mdm2 ligase inh – inhibitors of human Mdm2 E3 ubiquitin ligase | Q00987 | cell-based MDM2 ubiquitination luciferase reporter, 2 h; 0 = plate control, 100 = twice control, blank-subtracted | signal enhancement, % at 5 µM | actives 0.11% (n = 210,000) | AID 1230;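 active = signal enhancement of 30% or more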;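 note: luminescence tracks abundance of the self-degrading MDM2-luciferase fusion protein; higher signal means inhibition of MDM2 E3 ligase activity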
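System: stable MDM2–luciferase fusion reporter cells / Input: 2000 cells seeded into each well / Schedule: 4 h settle plus 2 h compound, 37 °C / Compound: single-point 5 µM / Buffer or medium: cells held in DMEM / Benchmarks: control and blank well means / Evaluation: percent signal gain over controls, blank-subtracted / Measured by: luciferase luminescence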
S1P4 ag – activates the human S1P4 receptor | S1P4-expressing cell line, agonist reporter assay | activation, % at 4.98 µM | actives 0.35% (n = 220,000) | AID 1509; in the data active = activation above about 11%;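 note: 0% = DMSO vehicle and 100% = reference agonist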
Target sequence (O95977 whole entry, looked up): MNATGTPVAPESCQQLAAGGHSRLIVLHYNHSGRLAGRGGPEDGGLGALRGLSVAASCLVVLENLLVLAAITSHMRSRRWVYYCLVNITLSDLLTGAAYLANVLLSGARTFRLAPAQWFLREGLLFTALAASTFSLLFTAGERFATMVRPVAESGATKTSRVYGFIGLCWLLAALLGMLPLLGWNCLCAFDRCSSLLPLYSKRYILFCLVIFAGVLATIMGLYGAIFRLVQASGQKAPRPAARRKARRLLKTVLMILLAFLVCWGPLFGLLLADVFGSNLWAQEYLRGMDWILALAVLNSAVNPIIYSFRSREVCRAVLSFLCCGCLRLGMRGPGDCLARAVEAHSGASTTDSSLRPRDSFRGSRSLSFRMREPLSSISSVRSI
PERK inh – blocks human PERK kinase; Q9NZJ5; CHO PERK-DD fusion, SEAP luminescence translation reporter; inhibition, % at 5.6 µM; actives 0.17% (n = 220,000); AID 1416;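 active = inhibition above the mean inhibition of all tested compounds plus 3 SD, set separately per screening campaign, cut at about 2.9% in these data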;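 note: PERK kinase domain activated by AP20187 dimerizer at 100 nM; 0% = DMSO with dimerizer and 100% = rapamycin at 8.4 µM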
NPY2 pot ag – potentiators or agonists of human neuropeptide Y receptor Y2; cells expressing NPY-Y2, potentiator/agonist read-out; activation, % at 3.6 µM; actives 0.45% (n = 220,000); AID 1359; in the data active = activation above about 27%;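 note: cells stimulated with NPY near EC25 plus isoproterenol at EC100; 0% = vehicle plus submaximal agonist and 100% = vehicle plus saturating agonist; some results beyond the cut were filed as inactive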
BaF3 parental – counter-screen for JAK2V617F inhibitors: parental Ba/F3 viability inhibitors. CellTiter-Glo ATP luminescence. inhibition, % at 5.6 µM. actives 1.1% (n = 220,000);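 active = inhibition above a per-campaign cutoff, the mean inhibition of all tested compounds plus 3 SD, cut at about 27% in these data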;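 note: 0% = DMSO wells and 100% = JAK Inhibitor I control wells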
Wee1 degr inh – inhibitors of human Wee1 degradation; actives 1.2% (n = 220,000); HeLa Luc-Wee1K328M stability, luciferase luminescence; 100% = proteasome inhibitor MG132 effect; reporter increase, % at 5 µM;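 active = activation above the mean of all tested compounds plus 3 SD, set per screening run, cut at about 8.8% in these data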;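 note: cells exposed to compound for 20 h before luminescence read; 0% = DMSO alone and 100% = MG132 at 30 µM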
Target sequence (P30291 whole entry K328M): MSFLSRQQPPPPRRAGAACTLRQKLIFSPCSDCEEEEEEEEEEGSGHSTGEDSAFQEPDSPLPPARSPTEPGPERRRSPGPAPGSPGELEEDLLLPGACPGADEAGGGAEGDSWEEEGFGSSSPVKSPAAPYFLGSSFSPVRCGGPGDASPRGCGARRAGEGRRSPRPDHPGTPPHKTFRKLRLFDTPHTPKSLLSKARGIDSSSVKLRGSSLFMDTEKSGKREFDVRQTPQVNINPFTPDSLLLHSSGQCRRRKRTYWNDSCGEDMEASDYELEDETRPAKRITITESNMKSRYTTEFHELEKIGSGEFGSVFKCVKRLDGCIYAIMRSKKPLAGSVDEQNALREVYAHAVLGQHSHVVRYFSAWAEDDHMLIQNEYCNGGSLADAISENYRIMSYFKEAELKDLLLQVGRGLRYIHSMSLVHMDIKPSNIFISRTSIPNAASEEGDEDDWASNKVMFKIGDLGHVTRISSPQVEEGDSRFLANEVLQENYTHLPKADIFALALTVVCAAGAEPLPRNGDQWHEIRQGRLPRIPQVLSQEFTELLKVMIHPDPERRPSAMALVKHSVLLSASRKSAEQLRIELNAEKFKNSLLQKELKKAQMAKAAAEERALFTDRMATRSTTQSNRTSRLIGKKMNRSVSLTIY
eIF4E-4G inh – blocks eIF4E binding to eIF4G | AID 782 | TR-FRET eIF4E-eIF4GI(517-606) binding, 2 h | P63073+Q04637 | actives 0.37% (n = 220,000) | inhibition, % at 21.7 µM;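 active = inhibition above about 30%, limit read from the data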;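 note: 0% = full FRET control wells and 100% = background wells lacking eIF4GI fragment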
S1P4 antagonist – antagonists of human S1P4 receptor; O95977; S1P4-expressing cells, antagonist mode, reporter read-out; inhibition, % at 4.98 µM; actives 0.26% (n = 220,000); AID 1510; in the data active = inhibition above about 29%;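 note: 0% = wells stimulated with agonist and 100% = vehicle wells without agonist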
Ba/F3 V617F tox – lowers viability of Ba/F3 cells expressing EpoR and JAK2V617F; ATP luminescence; inhibition, % at 5.6 µM; actives 1.1% (n = 220,000); AID 1446;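 active = inhibition above the campaign mean plus 3 SD over all tested compounds, cut at about 24% in these data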;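 note: cytokine-independent growth of Ba/F3 cells driven by EpoR plus mutant JAK2; 0% = DMSO-treated cells and 100% = JAK inhibitor I control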
* marks the source's active call; other numbers are inactive results; · = no result given; [ ] = another dose, or the depositor's remark.

item | SMILES | BaF3 parental | NPY2 pot ag | S1P4 ag | Ba/F3 V617F tox | S1P4 antagonist | Mdm2 ligase inh | eIF4E-4G inh | PERK inh | Wee1 degr inh
1 | Cc1cccnc1NC1(C(F)(F)F)N=C(c2ccccc2)NC1=O (stereo not drawn) | 7 | -11 | -2.9 | 4 | -2 | 0 | 4 | 0.5 | -1
2 | O=C(NCc1ccc2c(c1)OCO2)c1ccco1 | 3 | -10 | -0.4 | 2 | 2 | -14 | 3 | -0.1 | 0
3 | COc1cc(-c2nnc(-c3ccncc3)o2)ccc1OCc1ccccc1 | 6 | 5 | 0.5 | 3 | -4 | -25 | -5 | 1.0 | -2
4 | O=C(c1ccc(Cn2c(=O)[nH]c3ccccc3c2=O)cc1)N1CCN(c2ccc(Cl)cc2)CC1 | 1 | -7 | 0.7 | 0 | -10 | -11 | -15 | -1.2 | -4
5 | CCN(CC)C(=O)c1sc(NC(=O)c2ccncc2)c(C(=O)OC)c1C | 11 | -14 | -3.4 | 8 | -9 | -9 | 3[fluorescence artefact?] | -0.8 | 2
6 | CC1CCN(C(=O)COc2ccccc2F)CC1 | 2 | 5 | -0.4 | 0 | -8 | -15 | -1 | -0.4 | 0
7 | O=C(c1cc([N+](=O)[O-])ccc1Cl)N1CCN(c2ccc(F)cc2)CC1 | 9 | 11 | -1.4 | 0 | -6 | -15 | 0 | 0.3 | 4
8 | CCC(C(=O)Nc1c[nH]c(=O)[nH]c1=O)c1ccccc1 (stereo not drawn) | -1 | -1 | 4.3 | -3 | -7 | -4 | 4 | 0.7 | 5
9 | O=C(NC1CCN(Cc2ccccc2)CC1)C1CCN(S(=O)(=O)c2cccc3nsnc23)CC1 | 1 | -8 | 2.4 | -2 | -24 | -17 | 6 | -1.1 | -1
10 | CCOC(=O)[C@H]1CCC[C@@H](NS(=O)(=O)c2ccc(NC(C)=O)cc2)C1 | 0 | 13 | -2.2 | -3 | -26 | -26 | -1 | 0.2 | 0
11 | COC(=O)Cc1c(C)nc2nc[nH]n2c1=O | 0 | -11 | 1.6 | -5 | -20 | -5 | -4 | 0.8 | -1
12 | Cc1ccc(S(=O)(=O)N2CCOCC2)cc1C(=O)Nc1ccc(C(N)=O)cc1 | 0 | 9 | 1.1 | 2 | -16 | -11 | 5 | 0.2 | -2
13 | O=C(Cn1cc([N+](=O)[O-])cn1)NCCc1nc2ccccc2[nH]1 | 8 | 1 | 0.1 | 0 | 6 | 18 | 4 | 1.1 | 0
14 | CC(Sc1nc(N(C)C)nc(N2CCOCC2)n1)C(=O)Nc1ccccc1 (stereo not drawn) | 7 | -14 | -1.7 | 4 | 9 | -10 | 5 | -1.4 | 6
15 | CCn1c(=O)[nH]c2cc(C(=O)Nc3cc(C)cc(C)c3)ccc2c1=O | 4 | 2 | 2.9 | 3 | -8 | -16 | 1 | 0.1 | -1
16 | CCOc1ccc(C(=O)Nc2cc(-c3nc4ccccc4[nH]3)ccc2Cl)cc1[N+](=O)[O-] | 8 | -3 | 1.3 | 5 | -13 | -2 | -5 | -0.8 | 4
17 | Cc1cc(NC(=O)C2CCCC2)nc2c1c(=O)oc1ccccc12 | 8 | 3 | 0.1 | -2 | -6 | -3 | 0[fluorescence artefact?] | -0.7 | -2
18 | COc1ccc(C(=O)N/C(=C/c2cccs2)c2nc3ccccc3[nH]2)cc1OC | 5 | -5 | 0.2 | 1 | -11 | 12 | 2 | -0.1 | -4
19 | COc1ccccc1NS(=O)(=O)c1cc(N)ccc1N1CCCCC1 | 16 | 0 | -0.7 | 7 | 10 | -12 | 12 | 0.1 | 3
20 | Cn1c(=O)[nH]c(=O)c2c1nc(NC1CCCCC1)n2CC(=O)NC1CCCCC1 | 4 | 6 | 0.7 | 2 | -6 | -3 | -3[fluorescence artefact?] | 1.2 | -2
21 | COc1cc(CO)c(Br)cc1OCC(=O)Nc1ccccc1C | 4 | 2 | 0.5 | 1 | -13 | 1 | 0 | 0.2 | 1
22 | Cc1cc(N2CCOCC2)nc(SCc2c(Cl)cccc2Cl)n1 | 8 | 0 | 1.8 | -2 | -18 | 1 | 3 | -0.2 | 0
23 | CS(=O)(=O)N(CC(=O)NCc1cccnc1)Cc1ccc(Cl)cc1 | 5 | -4 | 0.0 | 1 | -11 | -21 | 1 | 0.2 | -2
24 | C=CCn1sc(N)c(C(=O)OCC)c1=S | 2 | 12 | -1.1 | 3 | -1 | 5 | 9 | 1.6 | 0
25 | FC(F)(F)c1cccnc1-n1cncn1 | 2 | 10 | 1.9 | -5 | -1 | -14 | 5 | 0.6 | 6
26 | O=C(c1ccc(F)cc1)C1CCN(C(=S)Nc2ccccc2)CC1 | 6 | 7 | 2.8 | 5 | -12 | -12 | -4 | -0.3 | -3
27 | Cc1nn(Cc2ccccc2)c2sc(C(=O)N3CCN(Cc4ccc5c(c4)OCO5)CC3)cc12 | 6 | -19 | 0.1 | 3 | 9 | -6 | 1 | -2.0 | 2
28 | Cc1ccc(CNC(=O)CS(=O)CC(=O)O)cc1 (stereo not drawn) | 0 | -13 | 1.1 | -2 | -9 | -2 | -10 | 0.5 | -1
29 | CCCCCCCCC(=O)N/N=C(\C)c1ccco1 | 3 | -25 | 0.1 | 1 | -1 | -1 | -1 | 1.1 | 0
30 | CCN1CCN(c2nc(Nc3ccc(NC(C)=O)cc3)nc(Nc3ccc(NC(C)=O)cc3)n2)CC1 | -6 | 13 | 0.3 | -1 | -12 | · | -6 | 2.3 | 1
31 | CCOc1ccc(C(=O)c2ccc(OCC)c(N)c2)cc1N | 7 | -18 | 2.6 | 2 | 5 | -12 | 8 | 0.6 | 1
32 | O=C(OCC1CC(c2ccccc2Cl)=NO1)c1ccc(Br)cc1 (stereo not drawn) | -1 | -8 | 2.6 | -4 | 1 | -9 | 6 | 0.8 | -2
33 | O=c1ccc(/C=C/c2ccccc2)nn1Cc1ccc(F)cc1 | 6 | -8 | -1.0 | 7 | -5 | -34 | 5 | -0.2 | 0
34 | Cc1cc(C(=O)N2CCc3ccccc32)c2cc(F)ccc2n1 | 1 | 10 | 0.1 | 2 | -29 | -3 | 2 | -1.4 | -1
35 | CCCCc1nc(NCc2ccccc2)c(C#N)c2c1COC(C)(C)C2 | 8 | -8 | 0.4 | 5 | 4 | · | 2 | 0.4 | -3
36 | COc1ccccc1NC(=O)C1=C(C)Nc2nnnn2C1c1cccc(C)c1 (stereo not drawn) | 3 | 13 | 2.1 | 0 | -6 | -18 | -5 | -1.4 | -1
37 | Nc1nc(N2C(=O)C3CC=CCC3C2=O)nn1-c1ccccc1 (stereo not drawn) | 2 | 2 | 3.1 | 2 | 3 | 2 | -8 | 0.3 | 0
38 | Cc1ccc(NC(=O)COC(=O)CNC(=O)c2ccco2)cc1 | 7 | 9 | 0.1 | 3 | 3 | -5 | 0 | -0.5 | -2
39 | Cc1sc2nc(CN3CCOCC3)nc(Cl)c2c1C | 3 | 10 | 0.1 | 2 | -8 | -8 | 0[fluorescence artefact?] | -0.8 | 4
40 | O=C(CN1CCCC1)Nc1ccc([N+](=O)[O-])cc1Cl | 8 | -1 | 1.7 | 3 | 0 | -8 | 3 | 1.8 | 1
41 | CCOC(=O)C1(CC2CCCCO2)CCN(C2CCSCC2)CC1 (stereo not drawn) | -4 | -16 | -0.6 | -5 | 3 | -13 | -1 | 1.5 | -2
42 | CCC(=O)Nc1ccc(Cl)c(NC(=O)C(C)C)c1 | 0 | 12 | 0.2 | -4 | 3 | -6 | 1 | 1.0 | -1
43 | Cn1cc2c(=O)n(/N=C/c3ccccc3)cnc2n1 | 7 | 6 | 1.4 | -1 | -2 | -21 | 3[fluorescence artefact?] | 2.3 | -5
44 | O=C(C1CCN(Cc2ccc(F)cc2)CC1)N(CCc1ccccc1)Cc1ccccc1 | 3 | -9 | 1.2 | 1 | -13 | -11 | 5 | -1.5 | 1
45 | O=c1c2cc(-c3ccccc3)sc2nc2n1N=C(c1ccccc1)CS2 | -1 | -3 | -0.8 | 2 | 2 | -12 | 15 | -0.9 | 1
46 | O=C(CSCc1ccc(F)cc1)NCc1ccc2c(c1)OCO2 | 2 | -7 | 0.0 | -1 | -13 | -14 | -1 | 0.3 | -1
47 | COc1cc(Br)cc2cc(C(=O)N3CCN(c4ccccn4)CC3)c(=O)oc12 | 7 | -12 | 1.9 | 0 | -1 | -14 | 5 | -0.2 | 1
48 | COc1ccccc1-n1c(SC)nc(O)cc1=O | 4 | 2 | -1.3 | -3 | -18 | -12 | 1[fluorescence artefact?] | 1.0 | 3
49 | Nn1c(SCC(=O)Nc2cccc(F)c2)nnc1C1CCCCC1 | 1 | 7 | 18* | 0 | -4 | -8 | -7[fluorescence artefact?] | -1.1 | -1
50 | O=C(Nc1cccc(Cl)c1N1CCCCC1)c1ccc2c(c1)OCCO2 | 5 | -22 | -2.5 | 0 | -17 | -17 | 1 | 0.1 | 1
51 | N#CC(C(=O)C1CCCCC1)c1nc2ccccc2[nH]1 (stereo not drawn) | 8 | -9 | 6.0 | 3 | -36 | -5 | -8[fluorescence artefact?] | -1.3 | -1
52 | CCn1c(SCC(=O)Nc2cc(NC(C)=O)ccc2OC)nnc1-c1ccccn1 | 1 | 8 | 2.1 | -3 | 0 | -23 | -4 | -0.9 | 0
53 | CCOCCn1cnc2sc(C(=O)Nc3nc(C)c(C(=O)OCC)s3)c(C)c2c1=O | 3 | -5 | 0.5 | -3 | 8 | · | · | 0.5 | -1
54 | Cc1ccc(C(=O)N(C)c2nnc(-c3ccncc3)s2)cc1 | 1 | 10 | -0.5 | 2 | -9 | -4 | 5 | -0.5 | 4
55 | Clc1c(CSc2nc3ccccc3o2)nc2ccccn12 | 5 | -14 | -2.0 | 5 | -9 | -62 | 9[fluorescence artefact?] | -1.4 | 4
56 | CCNC(=O)c1nc[nH]c1C(=O)NCC | -1 | 8 | 0.9 | -2 | -1 | 16 | 3 | 1.8 | -2
57 | CCOc1ccccc1Nc1nnc(SC(C)C(=O)Nc2nc(-c3ccccc3)cs2)s1 (stereo not drawn) | 2 | 6 | 0.1 | 1 | -11 | 12 | -5 | 1.0 | 1
58 | Cc1cc(C)cc(OCC(=O)NC2=NCCS2)c1 | 3 | 8 | 1.2 | -2 | -7 | -13 | 7 | 1.0 | 0
59 | COCCn1c(=O)[nH]c2cc(C(=O)NCCN3CCN(c4cccc(Cl)c4)CC3)ccc2c1=O | 7 | 14 | -2.3 | 2 | 19 | -34 | 5 | -0.5 | -2
60 | CCOC(=O)/C(C#N)=C\c1ccc(OCC(=O)Nc2ccc(C)cc2C)c(OC)c1 | 5 | -7 | -0.3 | -1 | -12 | 3 | -41[fluorescence artefact?] | 1.4 | 2
61 | CC(=O)CSc1nsc(SCC(C)=O)c1C#N | 0 | -5 | -0.8 | -3 | -16 | · | 7 | 1.3 | 0
62 | CCN(CC)C(=O)Cn1c(=O)c2ccccc2n2c(=S)sc(-c3cccc(C)c3)c12 | 6 | 3 | 1.1 | -1 | -7 | -10 | 1 | 0.6 | -1
63 | CC(=O)c1ccc(NC(=O)CCc2c(C)nc3ncnn3c2C)cc1 | 0 | -1 | 4.0 | -4 | -9 | · | -1[fluorescence artefact?] | 0.7 | -1
